Screening data (PubChem BioAssay)
MITF primary – inhibitors of human MITF; O75030; AlphaScreen MITF homodimerization, bead proximity signal; inhibition, % at 2.6 µM; actives 0.91% (n = 650,000); AID 1259374; in the data active = inhibition above about 50%;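 also: 0% = vehicle wells with protein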
Target sequence (O75030 whole entry, looked up): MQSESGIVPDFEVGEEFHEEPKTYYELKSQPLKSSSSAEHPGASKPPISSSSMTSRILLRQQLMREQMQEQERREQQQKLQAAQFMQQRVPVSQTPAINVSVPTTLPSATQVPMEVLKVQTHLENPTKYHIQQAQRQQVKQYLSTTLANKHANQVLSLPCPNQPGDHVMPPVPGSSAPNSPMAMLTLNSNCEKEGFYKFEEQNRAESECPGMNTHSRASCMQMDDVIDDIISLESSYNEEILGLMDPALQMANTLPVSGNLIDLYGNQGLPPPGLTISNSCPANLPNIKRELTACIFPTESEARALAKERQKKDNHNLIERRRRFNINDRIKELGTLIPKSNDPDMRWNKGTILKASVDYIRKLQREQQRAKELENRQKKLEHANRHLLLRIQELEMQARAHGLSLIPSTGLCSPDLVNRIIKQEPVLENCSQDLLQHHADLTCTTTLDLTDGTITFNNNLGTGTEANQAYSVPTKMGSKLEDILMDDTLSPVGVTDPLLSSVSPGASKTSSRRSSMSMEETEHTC
FBW7 act – activators of human E3 ligase FBW7. Q969H0. AlphaScreen FBW7–phospho-cyclin E peptide binding, activator screen. normalized activity (activation), % at 26.1 µM. actives 0.13% (n = 650,000). AID 1259310; in the data active = normalized activity above about 1.9%;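 also: purified mutant Fbw7 with reduced substrate affinity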
GPR151 activ – activates the human receptor GPR151 | Q8TDV0 | PathHunter beta-arrestin GPR151 cells, luminescence | activation, % at 11.2 µM | actives 1% (n = 650,000) | AID 1508602; in the data active = activation above about 4.9%;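 also: 0% = median of compound wells and 100% = cells with positive control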
Target sequence (Q8TDV0 whole entry, looked up): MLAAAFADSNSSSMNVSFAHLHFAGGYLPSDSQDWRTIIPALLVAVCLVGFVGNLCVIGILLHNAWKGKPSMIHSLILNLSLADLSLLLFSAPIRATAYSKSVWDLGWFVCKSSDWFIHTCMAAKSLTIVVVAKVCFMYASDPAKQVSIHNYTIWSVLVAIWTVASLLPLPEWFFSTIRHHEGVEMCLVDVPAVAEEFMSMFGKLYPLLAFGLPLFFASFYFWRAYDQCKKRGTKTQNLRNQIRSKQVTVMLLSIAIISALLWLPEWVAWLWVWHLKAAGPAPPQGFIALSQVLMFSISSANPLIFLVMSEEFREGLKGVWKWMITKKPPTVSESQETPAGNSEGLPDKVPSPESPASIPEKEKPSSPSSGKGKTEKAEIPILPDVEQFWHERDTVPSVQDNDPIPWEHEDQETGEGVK
TEAD-YAP inh – TEAD-YAP interaction inhibition | HEK-TIYL cells, TEAD-Gal4/YAP UAS-luciferase luminescence | inhibition, % at 9.12 µM | actives 1.4% (n = 640,000) | AID 1259422; in the data active = inhibition above about 32%;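 also: 0% = median of test compound wells and 100% = reference inhibitor wells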
* marks the source's active call; other numbers are inactive results.

Start of the data: the first 4 records, to show the layout:
SMILES | MITF primary | FBW7 act | GPR151 activ | TEAD-YAP inh
COc1ccc(S(=O)(=O)N(CC(=O)Nc2ccc(C)cc2)c2ccc(C)cc2)cc1OC | -1 | 0.1 | 1.7 | 5
Cc1cccc(CN2CCCC(c3ccnc(SCCN4CCCC4)n3)C2)n1 (stereo not drawn) | 5 | 0.1 | -0.1 | 8
CCCCCCc1ccc(C(=O)Nc2cc3cc(Cl)ccc3oc2=O)cc1 | 2 | -0.1 | -0.2 | 12
CS(=O)(=O)N1CCN(C(=S)NCc2ccc(Cl)cc2)CC1 | 13 | 0.2 | 6.8* | 6

All compounds of this part, from the start:
SMILES | MITF primary | FBW7 act | GPR151 activ | TEAD-YAP inh
COc1ccc(S(=O)(=O)N(CC(=O)Nc2ccc(C)cc2)c2ccc(C)cc2)cc1OC | -1 | 0.1 | 1.7 | 5
Cc1cccc(CN2CCCC(c3ccnc(SCCN4CCCC4)n3)C2)n1 (stereo not drawn) | 5 | 0.1 | -0.1 | 8
CCCCCCc1ccc(C(=O)Nc2cc3cc(Cl)ccc3oc2=O)cc1 | 2 | -0.1 | -0.2 | 12
CS(=O)(=O)N1CCN(C(=S)NCc2ccc(Cl)cc2)CC1 | 13 | 0.2 | 6.8* | 6
N#Cc1c(NC(=O)c2cc(-n3cnnc3)ccc2Cl)sc2c1CCCC2 | 7 | -0.4 | 1.4 | -1
CCCCCCc1c(C)c2ccc(OCC(=O)OCC)cc2oc1=O | 7 | -0.1 | 1.4 | 3
O=C(Cc1ccccc1)Nc1ccc(N2CCN(C(=O)c3ccccc3)CC2)cc1 | -6 | -0.3 | -0.8 | 3
CN(C(=O)C1CCN(C(=O)N2CCOCC2)CC1)C(c1ccc(F)cc1)c1ccccn1 (stereo not drawn) | -4 | 0.1 | -0.5 | -10
COc1ccc(NC(=S)N/N=C/c2ccc(N3CCOCC3)o2)cc1Cl | -6 | 0.1 | 0.4 | -1
CCC(Sc1nnc2c3ccccc3n(Cc3ccccc3)c2n1)C(=O)Nc1ccc([N+](=O)[O-])cc1 (stereo not drawn) | -6 | -0.2 | -2.0 | 1
CCCCCCOc1ccc(NC(=O)C2CC(=O)N(CC)C(=Nc3cccc(OC)c3)S2)cc1 (stereo not drawn) | -5 | 0.3 | 0.4 | 2
COCCNS(=O)(=O)c1ccc(OC)c(N(C)S(=O)(=O)c2ccc(C)cc2)c1 | 1 | 0.3 | 0.7 | 5
O=C(NC1CCCC1)c1cn(CCOc2ccc(F)cc2)nn1 | 12 | -0.2 | -1.3 | 3
CCC(=O)N(CC(=O)Nc1sc(C)c(C)c1C(N)=O)C1CCCC1 | -1 | -0.5 | 1.2 | 1
O=C(COc1ccccc1)Nc1ccc2nn(-c3cccc(Cl)c3)nc2c1 | -4 | -0.4 | 0.0 | -17
O=C(CCCn1c(=S)[nH]c2ccccc2c1=O)NCc1ccccc1 | -6 | -0.1 | 0.7 | 10
CC/C(=N\NC(=O)C1C2CC/C=C\CCC21)c1ccccc1 (stereo not drawn) | 16 | -0.1 | -1.6 | -8
Cc1ccc(NC(=O)c2sc3nc(C)n(C)c(=O)c3c2C)c(Br)c1 | -3 | 0.0 | -0.9 | -56
CCOC(=O)CNC(=O)c1sc2ncnc(N(CC)CC)c2c1C | -18 | 0.0 | -0.3 | -11
CS(=O)(=O)c1cccc(CNc2cc(Nc3ccc(N4CCCC4=O)cc3)ncc2C(F)(F)F)c1 | 21 | 0.1 | 2.1 | -11
COc1cc(S(=O)(=O)N2CCN(C(=O)c3ccco3)CC2)ccc1Br | -2 | -0.1 | -1.5 | -9
Cc1ccc(C)c(-c2[nH]c(-c3ccc(O)cc3)nc2-c2ccccc2)c1 | -3 | 0.0 | 0.3 | 6
C/C(=C\C(=O)C(F)(F)F)NCc1ccco1 | 14 | 0.1 | 0.6 | -3
CCOC(=O)C1CCN(CCC(=O)Nc2ccccc2F)CC1 | -15 | 0.4 | -0.7 | -12
COCCCn1c(CCC(=O)O)ccc1-c1ccc(Cl)cc1 | 9 | 0.1 | -0.8 | -14
CCOC(=O)C1=C(C)N(C)C(SC)=NC1c1ccco1 (stereo not drawn) | 9 | 0.1 | 6.4* | -2
COc1ccccc1/C=N/NC(=O)CNc1cccc2ccccc12 | 5 | 0.0 | -0.2 | 9
CC1CCCCN1C(=O)/C=C/c1ccc(Br)cc1 (stereo not drawn) | -15 | 0.1 | -0.7 | -51
COCCCNC(=O)C1Sc2nnc(C)n2NC1c1ccccc1 (stereo not drawn) | 9 | 0.4 | -0.2 | -16
CCCOc1ccc(/C=c2\sc3nc(-c4cccs4)nn3c2=O)cc1 | -9 | -0.1 | 0.0 | -6
Cc1c(C(=O)N2CCC[C@H]2CO)sc2ncnc(NCc3ccc4c(c3)OCO4)c12 | -2 | -0.1 | -1.4 | 6
CCCN1CCc2nnc(C(C)NC(=O)CCc3ccccc3)n2CC1 (stereo not drawn) | 9 | 0.0 | 0.0 | 4
CC(=O)Nc1sc2c(c1C(=O)Nc1ccc(C)cc1)CCCC2 | 11 | -0.2 | 3.6 | 2
COc1ccc(C(=O)NCC2(O)CCCC2)cc1OC | -7 | -0.1 | 0.1 | -7
O=C(Nc1ccc2c(c1)OCCO2)c1ccc(Cl)cc1[N+](=O)[O-] | 1 | -0.3 | 1.3 | -34
CCOc1ccc(C(=O)Nc2nnc(-c3ccco3)o2)cc1 | 20 | 0.0 | -2.7 | 12
c1ccc(CCCOc2ccc(-c3ccc4c(c3)OCO4)cn2)nc1 | 6 | -0.2 | -0.2 | -59
Cc1cc(S(=O)(=O)N2CCC3(CC2)OCCN3S(=O)(=O)c2ccccc2)ccc1F | 15 | 0.0 | -1.9 | 5
O=C(NNC(=S)Nc1ccc(Cl)cc1Cl)c1ccc(N2CCOCC2)c([N+](=O)[O-])c1 | 14 | -0.1 | 1.0 | 5
Cc1ccc(S(=O)(=O)Nc2cc(C)c(O)c(Cl)c2C(C)C)cc1 | 4 | -0.1 | 0.5 | 8
CC(C(=O)NC(C)C12CC3CC(CC(C3)C1)C2)n1sc2ccccc2c1=O (stereo not drawn) | 4 | -0.2 | 0.7 | -4
Cc1cc(Br)ccc1N1C(=O)C=CC1=O | 4 | -0.1 | -0.3 | 9
COc1ccc(OC)c(C(=O)COC(=O)c2cc([N+](=O)[O-])ccc2NCCO)c1 | 4 | -0.2 | 1.7 | -5
COCc1cc(C)n(CC(=O)Nc2ccc(OC)cc2)c(=O)c1C#N | 14 | 0.0 | -0.8 | -12
C=CCSc1nc2c(c(=O)[nH]1)C(c1cccc(F)c1)C(C(=O)OC)=C(C)N2 (stereo not drawn) | -1 | 0.0 | -0.3 | -11
CCC(=O)N1N=C(c2ccc(CC)cc2)CC1c1ccco1 (stereo not drawn) | -3 | -0.1 | -0.3 | -32
CCOCCCn1c(SCC(=O)O)nc2ccccc2c1=O | -12 | 0.1 | -0.1 | -3
COC(=O)C1(CCSC)NC(c2ccccc2C)C2C(=O)N(c3ccccc3)C(=O)C21 (stereo not drawn) | -15 | -0.1 | 0.1 | -7
O=C(COc1cccc(C(F)(F)F)c1)Nc1ncc(Cc2ccccc2Cl)s1 | 7 | -0.1 | 0.2 | -6
CC(=O)OC(c1ccccc1)C1CCCCC1Cl (stereo not drawn) | -6 | 0.0 | -1.5 | 1
Cc1ccc(NC(=O)Nc2nnc(C3CCCC3)s2)cc1C | -12 | 0.3 | 2.2 | 5
CCCCn1c(N)c(C(=S)NC(=O)CC(C)(C)C)c(=O)n(C)c1=O | 1 | 0.0 | -0.6 | 6
Cc1ccc(NC2OC(CO)C(O)C(O)C2O)cc1Br (stereo not drawn) | -1 | -0.2 | -1.4 | -5
O=C(Nc1ccccc1Cl)c1ccccc1NS(=O)(=O)c1ccccc1 | 11 | 0.2 | 2.3 | 4
Cc1ccc(/C=C/C(=O)N2CCN(C/C=C/c3ccccc3)CC2)o1 | 2 | 0.0 | -1.3 | -7
Cc1[nH]n(-c2ccccc2)c(=O)c1/C=N/NC(=O)c1cccc(O)c1 | 9 | -0.1 | 3.0 | -18
COCCNC(=O)c1ccc2c(c1)nc(C)n2-c1ccc(OCc2ccccc2)cc1 | 7 | 0.0 | 0.2 | 8
CC(C(=O)N1CCC(n2nccc2NC(=O)Nc2cccc(F)c2)CC1)N1CCCC1=O (stereo not drawn) | -13 | 0.0 | 0.0 | -26
O=C(c1ccncc1)N1CCC(CO)(CCc2ccccc2)CC1 | 2 | -0.1 | 1.1 | 4
C/C(CC(=O)N(C(C)C)C(C)C)=N\NC(=O)c1ccoc1C | -16 | -0.3 | -6.7 | -22

An excerpt of these results, field by field.
Cc1ccc(/C=C/C(=O)N2CCN(C/C=C/c3ccccc3)CC2)o1
  MITF primary = 2
  FBW7 act = 0.0
  GPR151 activ = -1.3
  TEAD-YAP inh = -7

Cc1[nH]n(-c2ccccc2)c(=O)c1/C=N/NC(=O)c1cccc(O)c1
  MITF primary = 9
  FBW7 act = -0.1
  GPR151 activ = 3.0
  TEAD-YAP inh = -18

COCCNC(=O)c1ccc2c(c1)nc(C)n2-c1ccc(OCc2ccccc2)cc1
  MITF primary = 7
  FBW7 act = 0.0
  GPR151 activ = 0.2
  TEAD-YAP inh = 8

CC(C(=O)N1CCC(n2nccc2NC(=O)Nc2cccc(F)c2)CC1)N1CCCC1=O (stereo not drawn)
  MITF primary = -13
  FBW7 act = 0.0
  GPR151 activ = 0.0
  TEAD-YAP inh = -26

Record cards (already shown):
COCCNC(=O)c1ccc2c(c1)nc(C)n2-c1ccc(OCc2ccccc2)cc1 reads MITF primary: 7; FBW7 act: 0.0; GPR151 activ: 0.2; TEAD-YAP inh: 8
CCC(=O)N1N=C(c2ccc(CC)cc2)CC1c1ccco1 (stereo not drawn) reads MITF primary: -3; FBW7 act: -0.1; GPR151 activ: -0.3; TEAD-YAP inh: -32

The listing picks up, starting two compounds before the break.
SMILES | MITF primary | FBW7 act | GPR151 activ | TEAD-YAP inh
O=C(c1ccncc1)N1CCC(CO)(CCc2ccccc2)CC1 | 2 | -0.1 | 1.1 | 4
C/C(CC(=O)N(C(C)C)C(C)C)=N\NC(=O)c1ccoc1C | -16 | -0.3 | -6.7 | -22
CCOC(=O)C1=C(N)OC2=C(C(=O)CC(C)(C)C2)C1c1ccc(C)cc1 (stereo not drawn) | 22 | 0.3 | 0.1 | 3
CCN(CC)c1nc(Nc2ccc(-n3ccnc3)cc2)nc(Nc2cc(OC)c(OC)c(OC)c2)n1 | 12 | -0.1 | -0.9 | 75*
O=[N+]([O-])c1oc2ccccc2c1NCc1cccs1 | 5 | -0.3 | 0.4 | 0
COc1ccc(C(=O)NCC2Cc3cc(F)cc(-c4cncnc4)c3O2)cc1 (stereo not drawn) | 14 | 0.2 | 0.3 | -1
COc1ccc(NC(=O)CSc2ccc3nnc(-c4cccc(F)c4)n3n2)c(OC)c1 | 11 | 0.2 | 0.0 | 2
O=C(O)c1ccccc1N(Cc1ccccc1)C(=O)c1ccco1 | -12 | 0.1 | 0.9 | -3
COc1ccccc1NC(=S)NC(=O)c1cccc([N+](=O)[O-])c1 | -5 | -0.2 | -0.2 | 8
C=CCNc1nc2c(c(=O)[nH]c(=O)n2C)n1CCCOc1ccccc1 | 21 | -0.3 | 3.8 | -5
C=CCSc1nc2sc3c(c2c(=O)n1CCCC)CCCC3 | 16 | 0.4 | 0.0 | 6
COc1ccccc1/C=c1\sc2nc(-c3ccccc3OC)nn2c1=O | 4 | -0.1 | 0.2 | -3
COc1ccc(C)cc1S(=O)(=O)Nc1ccc2c(c1)CCCN2C(=O)C1CC1 | -19 | -0.2 | 1.2 | 8
COc1ccc(/C=C(\NC(=O)c2ccc(C)cc2)C(=O)Nc2c(C)n(C)n(-c3ccccc3)c2=O)cc1 | 15 | -0.1 | 0.4 | 8
Cc1ccc2c(c1)=C(c1sc(=O)[nH]c1O)C(=O)N=2 | 5 | -0.1 | -0.1 | 1
Cc1cc2c(o1)-c1c(oc3ccc(Cl)cc13)CCC2(C)c1ccccc1 (stereo not drawn) | 17 | 0.0 | 0.2 | -2
COCCCNC(NC(=O)/C=C/c1ccccc1)C(Cl)(Cl)Cl (stereo not drawn) | -6 | -0.2 | -0.4 | 5
O=C(CN1C(=O)NC2(CCc3ccccc3C2)C1=O)Nc1ccc2c(c1)CCC2 (stereo not drawn) | -3 | 0.1 | 0.1 | -4
CC(NC(N)=O)C(=O)N1CC=C(c2ccccc2)CC1 (stereo not drawn) | 2 | -0.1 | -0.9 | -2
Cn1c(SC/C=C/c2ccccc2)nc2sc3c(c2c1=O)CCCC3 | 4 | 0.0 | 0.0 | -26
O=S(=O)(CCc1ccccc1)n1cnc2ccccc21 | -5 | -0.3 | -1.6 | 6
O=C1NC2=C(C(=O)OC2)C(c2ccc(Cl)cc2)N1 (stereo not drawn) | -2 | -0.1 | -0.3 | 8
Nc1nc(Cl)cc(Nc2ccccc2)n1 | 11 | 0.5 | 0.5 | -9
CCOc1ccc(-n2c(=C(C#N)C#N)s/c(=C/c3ccc(OC)cc3)c2=O)cc1 | 4 | 0.1 | -2.0 | -3
CC(C)NC(=O)NC(=O)CSc1nnc(NC2CCCCC2)s1 | -3 | -0.2 | 1.5 | -5
Cc1cc(N2C(=O)C3C4C=CC(C4)C3C2=O)ccc1N1C(=O)c2ccc(Cl)cc2C1=O (stereo not drawn) | 12 | 0.2 | -1.7 | -8
COc1ccc(C(=O)Nn2cc3c(c2-c2ccccc2)c(=O)n(C)c(=O)n3C)cc1 | 8 | 0.0 | 2.2 | 1
Cc1ccc(C(CC(=O)N2CCCC2)c2ccccc2)c(O)c1 (stereo not drawn) | 9 | -0.1 | -0.5 | 9
